High-throughput results from PubChem.
PLCb3 inh: blocks human PLC-beta3 enzyme activity; Q01970; Purified PLC-beta3, fluorogenic substrate, fluorescence; 370,000 tested, 0.18% active; inhibition, % at 12.2 µM; in the data active means inhibition above about 11%;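 further: 0% = median of compound wells on plate and 100% = full blocker control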
DAX1 inh-1: NR0B1 (DAX1) inhibition. 340,000 tested, 0.99% active. HEK293 Gal4-DAX1 luciferase reporter, luminescence. inhibition, % at 6.75 µM. P51843. AID 504766;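 active means inhibition above the mean over all tested compounds plus 3 SD, cut at about 4.2% in these data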;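 further: 0% = DAX1-transfected cells with DMSO and 100% = empty-vector control cells with DMSO; inhibition shows as a rise in luminescence from relieved DAX1 repression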
NR1D1 modulator: modulators of human Rev-erb alpha DNA binding; AID 1259318; 370,000 tested, 0.79% active; P20393; activity, % at 10 µM; Rev-erbα–FITC-DNA binding, fluorescence polarization, 90 min;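 active means activity above about 14%, limit read from the data; passing the limit was not always enough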;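 further: 0% = DMSO wells with 35 nM protein and 100% = DMSO wells with 750 nM protein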
MBD2 inh: inhibitors of human MBD2 binding to methylated oligonucleotide. TR-FRET. inhibition, % at 4.4 µM. 370,000 tested, 0.31% active. Q9UBB5; in the data active means inhibition above about 13%
hcDAF12 agonist: activates DAF-12 receptor from parasite H. contortus. activation, % at 6.8 µM. AID 652067. HEK293 hcDAF-12 lit1-tk-luc reporter, luminescence; 0% DMSO, 100% Δ7-dafachronic acid. 370,000 tested, 1.4% active;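 active means activation above the mean of all tested compounds plus 3 SD, cut at about 5.5% in these data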;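 further: 100% = response to 3 µM Δ7-dafachronic acid high control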
DAX1 inh-2: inhibitors of DAX1 repression of SF-1 activated StAR promoter. HEK293T StAR-luciferase reporter, SF-1/DAX-1 repression relief. inhibition, % at 6.8 µM. 370,000 tested, 1.1% active. AID 652010;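 active means inhibition above the mean over all tested compounds plus 3 SD, cut at about 3.6% in these data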;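 further: 0% = DAX-1 cells with DMSO and 100% = cells lacking DAX-1 with DMSO; higher inhibition means more luminescence from relief of DAX-1 repression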
ADAM17 inh: inhibitors of human ADAM17 | 370,000 tested, 0.83% active | recombinant ADAM17, EDANS/DABCYL FRET peptide cleavage | AID 720648 | inhibition, % at 6.95 µM | P78536;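 active means inhibition above the mean of compounds lying between control limits plus 3 SD, set per campaign, cut at about 8.5% in these data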;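 further: 0% = DMSO-only wells as the low control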
hgDAF-12 ag: activates the H. glycines DAF-12 receptor ligand-binding domain; HEK293 GAL4-hgDAF12 UAS-luciferase reporter, agonist luminescence; normalized to butyrate control; activation, % at 6.8 µM; 370,000 tested, 1.8% active; AID 687014;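 active means activation above a cutoff set at the mean of all screened compounds plus 3 SD, cut at about 10% in these data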;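 further: 0% = DMSO wells and 100% = sodium butyrate wells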
PLCg1 inh: blocks human PLC-gamma1 enzyme activity; P19174; purified PLC-gamma1, fluorogenic substrate, fluorescence; inhibition, % at 12.2 µM; 370,000 tested, 0.84% active; in the data active means inhibition above about 9.5%
Target sequence (P19174 whole entry, looked up): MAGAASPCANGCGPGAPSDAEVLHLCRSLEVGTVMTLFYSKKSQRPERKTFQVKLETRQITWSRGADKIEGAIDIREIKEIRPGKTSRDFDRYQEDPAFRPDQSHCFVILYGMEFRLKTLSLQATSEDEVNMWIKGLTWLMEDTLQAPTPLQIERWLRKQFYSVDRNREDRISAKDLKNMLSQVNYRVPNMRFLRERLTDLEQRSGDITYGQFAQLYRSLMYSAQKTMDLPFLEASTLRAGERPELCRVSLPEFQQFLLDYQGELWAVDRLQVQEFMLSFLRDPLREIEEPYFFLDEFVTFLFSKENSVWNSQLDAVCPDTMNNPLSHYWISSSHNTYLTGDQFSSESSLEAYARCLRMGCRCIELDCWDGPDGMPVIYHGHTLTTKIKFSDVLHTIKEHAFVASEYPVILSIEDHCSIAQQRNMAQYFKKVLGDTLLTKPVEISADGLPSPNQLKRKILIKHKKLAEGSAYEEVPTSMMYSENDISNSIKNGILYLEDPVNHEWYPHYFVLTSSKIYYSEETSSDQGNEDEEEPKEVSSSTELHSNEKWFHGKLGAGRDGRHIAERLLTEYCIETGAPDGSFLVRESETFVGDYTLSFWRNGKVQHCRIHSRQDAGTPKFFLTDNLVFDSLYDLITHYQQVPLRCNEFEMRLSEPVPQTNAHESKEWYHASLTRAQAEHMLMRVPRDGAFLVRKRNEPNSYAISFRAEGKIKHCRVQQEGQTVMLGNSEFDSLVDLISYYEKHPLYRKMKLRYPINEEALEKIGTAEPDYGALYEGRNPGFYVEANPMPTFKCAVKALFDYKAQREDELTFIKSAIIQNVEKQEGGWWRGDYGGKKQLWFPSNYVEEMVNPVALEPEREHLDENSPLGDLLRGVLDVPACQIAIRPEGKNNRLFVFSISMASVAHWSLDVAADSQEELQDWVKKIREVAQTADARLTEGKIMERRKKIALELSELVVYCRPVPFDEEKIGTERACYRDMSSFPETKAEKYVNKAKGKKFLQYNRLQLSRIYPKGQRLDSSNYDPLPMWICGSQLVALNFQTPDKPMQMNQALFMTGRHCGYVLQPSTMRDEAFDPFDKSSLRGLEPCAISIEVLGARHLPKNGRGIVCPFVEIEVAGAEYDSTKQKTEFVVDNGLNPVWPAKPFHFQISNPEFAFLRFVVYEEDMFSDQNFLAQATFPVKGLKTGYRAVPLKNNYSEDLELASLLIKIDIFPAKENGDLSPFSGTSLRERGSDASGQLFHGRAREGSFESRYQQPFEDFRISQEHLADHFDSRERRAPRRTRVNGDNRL
ssDAF12 agonist: activators of S. stercoralis DAF-12 nuclear receptor; HEK293 ssDAF-12/GRIP1 lit1-tk-luc reporter, luminescence; % of 3 µM dafachronic acid response; activation, % at 6.8 µM; 370,000 tested, 1% active;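 active means activation above the mean over all tested compounds plus 3 SD, cut at about 0.9% in these data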;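 further: 0% = DMSO-only wells and 100% = 3 µM delta7-dafachronic acid wells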
SMARCA2 activ: increases SMARCA2 function in MMTV reporter cells; MG213 cells, MMTV-luciferase reporter, dexamethasone, overnight; activation, % at 9.1 µM; 370,000 tested, 1% active; AID 652017; in the data active means activation above about 7.8%;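 further: 0% = vehicle wells and 100% = reference activator wells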
Active calls of the source: *; . = not tested or not shown. Compounds were not picked by outcome (roughly 7.4% active in at least one column).

SMILES	PLCb3 inh	DAX1 inh-1	NR1D1 modulator	MBD2 inh	hcDAF12 agonist	DAX1 inh-2	ADAM17 inh	hgDAF-12 ag	PLCg1 inh	ssDAF12 agonist	SMARCA2 activ
C=Cc1ccc(C(=O)N(Cc2ccc(F)cc2)C(C(=O)N(C)C2CCCC2)c2ccc(OC)c(OC)c2)cc1 (stereo unspecified)	1	.	-10	3	-2.3	-1.1	1	-2.3	1	-1.7	-3
CC1CCN(S(=O)(=O)c2ccc3c(c2)oc(=O)n3CC(=O)NCc2ccc3c(c2)OCO3)CC1	3	-1.2	-2	2	1.0	-0.1	-4	-1.5	2	-2.1	-5
COc1ccc(-c2nc(C)c(C(C)=O)n2O)cc1	1	0.6	-3	2	-1.2	0.2	-1	0.2	3	-0.9	-3
CCc1ccccc1NC(=O)CNC(=O)c1cn(Cc2ccccc2)nc1-c1cccnc1	-5	2.2	2	-2	0.3	2.1	3	-2.3	3	-0.8	-3
Clc1ccc2nc(C3CCCCC3)c(Cc3ccccc3)n2c1	-4	.	-6	6	-2.2	-1.9	-7	-0.9	-1	-0.7	-3
Cc1ccc(OCCC(=O)Nc2ccc(S(=O)(=O)N3CCCC3)cc2)cc1	-7	-0.7	1	0	-0.8	-0.8	4	-2.3	0	-0.9	4
CCOC(=O)N1CCN(C(=O)c2ccc3c(=O)n4c(nc3c2)CCCCC4)CC1	-1	.	1	-4	-0.2	-0.6	0	0.0	-1	-1.3	-1
COc1ccc(S(=O)(=O)N2CCC(C(=O)N[C@@H](C)C(=O)NCc3ccco3)CC2)cc1	2	2.0	-4	-1	0.3	-0.6	-5	0.0	3	-0.9	1
Cc1c(NC2=NC3(CCCCC3)Cc3ccccc32)c(=O)n(-c2ccccc2)n1C	1	1.5	3	3	-1.0	-0.6	-5	-1.5	0	-0.7	1
Clc1ccc(CSc2cc3c(nn2)-c2ccccc2CC3)cc1Cl	-5	-0.3	5	0	0.0	-0.7	-2	2.7	-4	-0.7	2
Cc1ccc(-n2c(SCC(=O)N(C)C3CCS(=O)(=O)C3)nc3ccccc3c2=O)cc1 (stereo unspecified)	0	-1.0	-6	1	-0.3	0.6	1	-2.2	-2	-1.1	-2
CCN(C(=S)NC(=O)c1ccccc1Br)C1CCCCC1	0	-0.8	1	-2	2.3	0.1	0	-1.9	0	-1.1	0
COC(=O)c1c(NC(C)=O)sc(C(=O)Nc2ccccc2)c1C	1	1.4	5	-2	0.1	2.3	1	7.0	6	-1.5	-3
Cc1ccc(NC(=O)CCC(=O)OC(C)C(=O)c2ccccc2)cc1 (stereo unspecified)	-9	0.7	-8	0	-1.1	-0.1	-1	1.7	1	-0.6	-1
CCOC(=O)C(C)Sc1nc(-c2ccco2)cc(C(F)(F)F)c1C#N (stereo unspecified)	-110	0.5	7	-3	-0.6	0.5	-183	0.9	-82	-1.3	-4
COc1ccc(NC(=O)CN(c2ccccc2)S(=O)(=O)N(C)C)cc1OC	1	0.5	-6	-1	-0.1	0.1	1	0.7	2	-1.0	0
C=CCn1c(C(CC(C)C)CC(C)O)n[nH]c1=S (stereo unspecified)	2	-1.2	-2	-8	-0.2	-0.4	-2	-2.0	-3	-1.4	2
Cc1ccc(-n2nc3c(c2NC(=O)CC(C)C)CS(=O)(=O)C3)cc1	-1	0.4	-2	0	0.4	-0.1	0	1.6	4	-0.9	1
COc1cccc(N/C(SC)=C(/C#N)C(=O)NCc2cccs2)c1	-3	0.3	8	3	-0.9	-0.7	0	0.6	-1	-1.2	-4
CCCc1cc(=O)[nH]c(SCC(=O)Nc2cccc(S(=O)(=O)N3CCOCC3)c2)n1	1	-0.2	2	-1	-0.9	2.5	2	0.6	2	-1.1	-1
O=C(NCc1ccc(Cl)cc1)C1CCCN1C(=O)Nc1ccccc1 (stereo unspecified)	2	0.4	-10	-2	1.4	0.1	-1	-0.6	5	-1.1	-1
Cc1cc(C)cc(C(=O)OCC(=O)NCC(F)(F)F)c1	3	0.2	4	-1	-0.8	-0.3	0	-0.2	1	-1.3	0
COc1cccc(CNCC2CCCO2)c1 (stereo unspecified)	-5	-0.4	-1	0	-2.2	-0.2	1	-0.8	-1	-0.8	-1
Cc1ccc(C(=O)CSc2nnc(-c3cccs3)n2C)o1	-9	-0.5	-6	3	-1.8	0.0	-6	2.7	-5	0.2	-2
CCOC(=O)N/N=C1\CC(C)CC(C)(C)C1 (stereo unspecified)	2	0.8	-4	1	-1.5	0.3	-4	4.7	1	-1.3	-3
O=C(COc1ccc([N+](=O)[O-])cc1)Nc1ccc2[nH]c(=O)[nH]c2c1	0	-0.3	-10	0	-2.0	-1.0	-3	0.9	2	-0.4	0
CCOC(=O)N1CCN(C(=O)C2CCN(S(=O)(=O)c3ccccc3)CC2)CC1	6	-1.0	-4	-7	-0.2	-0.4	-1	-0.1	6	-0.9	-1
COCCNC(=O)C1CCCN(Cc2cccc(C(F)(F)F)c2)CC1 (stereo unspecified)	3	.	2	-3	-0.3	0.0	0	-1.3	-1	-0.4	2
COC(=O)[C@@H]1C[C@@]2(O)[C@@H](O)[C@@H](O)[C@@H](O)C[C@H]2N1Cc1ccc(C)s1	2	0.1	-2	-2	-0.9	-0.7	-6	0.2	-2	-1.3	-1
O=C(NC1CCCCCCC1)c1cc(F)c(F)cc1Cl	1	2.1	-6	-5	2.4	2.0	-3	8.1	0	-0.5	4
Cc1c(NC(=O)Nc2ccc(Cl)cc2Cl)c(=O)n(-c2ccccc2)n1C	-2	0.5	2	-1	-2.3	-0.1	-1	0.5	1	-0.3	0
CCOc1ccc(N(CC(=O)Nc2c(C)n(C)n(-c3ccccc3)c2=O)S(=O)(=O)c2ccccc2)cc1	3	1.0	4	-2	-1.2	-0.4	-3	0.9	1	-1.7	0
COc1ccc2c(c1)c(C(=O)N/N=C/c1cccc(Br)c1)c(C)n2C	-9	-3.1	7	5	-0.7	-0.3	-1	-1.0	-2	-2.1	-5
CC(O)CNc1nc2c(c(=O)n(C)c(=O)n2C)n1Cc1cccc(C(F)(F)F)c1 (stereo unspecified)	-2	0.9	3	2	-0.4	-1.1	-5	-1.2	0	-1.5	-3
C#CCOCCOCCOCCNc1nc(N2CCN(C(=O)[C@H](CO)n3cc([C@@H](N)C(C)C)nn3)CC2)nc(N2CCN(C(=O)[C@H](CCC(=O)O)n3cc([C@@H](N)[C@H](C)CC)nn3)CC2)n1	5	-1.6	-2	-2	-0.8	1.8	-3	-0.2	0	-0.6	-3
COc1ccc(NC(=O)COn2nnc3ccc(Cl)cc32)cc1OC	-2	-0.9	6	2	-0.7	0.1	0	1.0	-4	-1.6	-1
CCCn1c(CCNc2nc(-c3cccc(Br)c3)cs2)nc2ccccc21	4	-0.4	9	-6	-2.4	-1.0	11*	0.7	7	-0.8	-4
CCC(C)C(=O)Nc1cc(C(=O)OC)cc(C(=O)OC)c1 (stereo unspecified)	4	0.0	1	-6	-0.6	-0.8	-2	-1.2	4	-2.1	0
CCn1c(-c2csc3c2CCC(C)C3)n[nH]c1=S (stereo unspecified)	0	-1.0	2	1	-0.3	-0.4	-2	-1.8	-1	-1.1	0
CCc1ccc(NC(=O)CN2C(=O)CC(C)S(=O)(=O)c3ccccc32)cc1 (stereo unspecified)	-2	0.0	-4	-2	-0.7	-0.3	5	-2.0	8	-0.1	-6
CC(C)CNC(=O)COC(=O)c1ccc2c(c1)C(=O)N(Cc1ccco1)C2=O	-4	-0.2	4	-3	-0.8	-0.2	-2	-0.9	-3	-0.5	-3
Cc1cc(-c2ccccc2)n2ncc(C#N)c2n1	-460	0.1	-6	-2	-0.7	-0.8	-96	-3.9	-399	-1.0	-2
CCOC(=O)CC[C@H]1CC[C@]2(CCCN(C(=O)c3cccnc3)C2)O1	5	.	-3	0	-1.4	-0.2	-1	3.5	-1	-0.2	-2
CC1CCCC(NC(=O)COC(=O)[C@@H]2CC(O)CN2S(=O)(=O)c2ccc3c(c2)OCCO3)C1C (stereo partly specified)	0	-0.3	3	-5	-0.2	0.1	0	0.3	-1	-1.0	-1

Grouped by structure: the entries above containing a Cl atom
SMILES	PLCb3 inh	DAX1 inh-1	NR1D1 modulator	MBD2 inh	hcDAF12 agonist	DAX1 inh-2	ADAM17 inh	hgDAF-12 ag	PLCg1 inh	ssDAF12 agonist	SMARCA2 activ
Clc1ccc2nc(C3CCCCC3)c(Cc3ccccc3)n2c1	-4	.	-6	6	-2.2	-1.9	-7	-0.9	-1	-0.7	-3
Clc1ccc(CSc2cc3c(nn2)-c2ccccc2CC3)cc1Cl	-5	-0.3	5	0	0.0	-0.7	-2	2.7	-4	-0.7	2
O=C(NCc1ccc(Cl)cc1)C1CCCN1C(=O)Nc1ccccc1 (stereo unspecified)	2	0.4	-10	-2	1.4	0.1	-1	-0.6	5	-1.1	-1
O=C(NC1CCCCCCC1)c1cc(F)c(F)cc1Cl	1	2.1	-6	-5	2.4	2.0	-3	8.1	0	-0.5	4
Cc1c(NC(=O)Nc2ccc(Cl)cc2Cl)c(=O)n(-c2ccccc2)n1C	-2	0.5	2	-1	-2.3	-0.1	-1	0.5	1	-0.3	0
COc1ccc(NC(=O)COn2nnc3ccc(Cl)cc32)cc1OC	-2	-0.9	6	2	-0.7	0.1	0	1.0	-4	-1.6	-1
